PolyA inhibitor – polyadenylation inhibitors in yeast reporter cells, primary screen, luminescence, S. cerevisiae; S. cerevisiae SKY197-pL101 polyadenylation reporter, beta-gal luminescence; efflux-impaired pdr1/pdr3 knockout yeast; score 100 = 6 SD above DMSO; calls only at 12 µM; 300,000 tested, 0.02% active; AID 1875, 2009;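 active means lowest replicate activity score at least 50, where 100 means six control SD above control mean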;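 further: yeast exposed to compound for 9 h at 30 °C; higher score means more reporter readthrough which indicates perturbed polyadenylation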
HDAC3 inh – HDAC3 deacetylase inhibitors, primary screen, biochemical, fluorescence, cell-free homogeneous. inhibition, % at 8.3 µM. AID 2718, 2010. recombinant HDAC3, fluorogenic peptide/trypsin coupled. Histone deacetylase 3 (Homo sapiens), O15379. 320,000 tested, 0.15% active; in the data active means inhibition above about 26%, passing the limit was not always enough
Target sequence (O15379 whole entry, looked up): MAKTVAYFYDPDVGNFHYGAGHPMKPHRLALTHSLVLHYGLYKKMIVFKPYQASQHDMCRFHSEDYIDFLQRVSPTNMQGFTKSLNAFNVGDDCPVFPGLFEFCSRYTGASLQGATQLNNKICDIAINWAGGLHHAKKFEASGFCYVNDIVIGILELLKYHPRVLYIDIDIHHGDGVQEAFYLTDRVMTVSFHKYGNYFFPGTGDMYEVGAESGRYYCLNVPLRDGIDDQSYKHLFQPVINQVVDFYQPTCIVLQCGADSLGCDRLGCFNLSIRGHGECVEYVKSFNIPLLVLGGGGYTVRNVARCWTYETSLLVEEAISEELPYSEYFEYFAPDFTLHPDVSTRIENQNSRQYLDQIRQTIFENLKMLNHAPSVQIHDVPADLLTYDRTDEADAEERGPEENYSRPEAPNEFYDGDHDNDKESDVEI
GSK3B inh – human GSK3beta kinase inhibitors, primary screen, biochemical, cell-free homogeneous, HTS. Glycogen synthase kinase-3 beta (Homo sapiens), P49841. AID 2097, 2009. activity score (negative = inhibition), % at 10 µM. GST-GSK3beta kinase, ADP-Glo luminescence, 60 min; active compounds read low. 300,000 tested, 0.038% active;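 active means more than half of replicate wells score below -50%, meaning over 50% inhibition versus plate controls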;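 further: 0% = median DMSO wells and -100% = median GW8510 positive control wells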
Target sequence (P49841 whole entry, looked up): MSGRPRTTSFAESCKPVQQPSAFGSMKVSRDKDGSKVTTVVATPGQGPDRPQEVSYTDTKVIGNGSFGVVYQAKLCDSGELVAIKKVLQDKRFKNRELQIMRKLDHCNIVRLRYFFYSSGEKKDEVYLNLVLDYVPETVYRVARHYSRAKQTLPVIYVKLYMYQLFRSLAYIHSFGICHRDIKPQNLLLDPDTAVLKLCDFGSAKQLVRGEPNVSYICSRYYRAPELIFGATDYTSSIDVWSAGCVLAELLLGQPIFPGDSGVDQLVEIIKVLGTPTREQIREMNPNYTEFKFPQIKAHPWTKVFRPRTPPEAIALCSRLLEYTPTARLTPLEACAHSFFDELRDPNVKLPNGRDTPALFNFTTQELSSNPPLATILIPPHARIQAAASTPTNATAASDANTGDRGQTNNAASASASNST
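test system = GST-tagged human GSK3beta kinase, cell-free | reagent = 25 µM ATP with peptide substrate | dosing = one dose of 10 µM per compound | schedule = 60 min reaction, RT | detection = luminescent ADP-Glo measurement of ADP formed | control set = DMSO neutral wells and GW8510 at 20 µM as positive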
Platelet DG rel – inhibitors of platelet dense granule secretion, primary screen, cell-based, MLPCN, human platelets. inhibition, %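 (compounds screened at 7.5 µM in platelet-rich plasma)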. 300,000 tested, 0.22% active. human platelet-rich plasma, SFLLRN dense granule ATP release, luminescence;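 active means mean replicate score, as percent of positive control, at or above 50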
HSF1 inh – HSF1 inhibitors in luciferase reporter cells, primary screen, cell-based, NIH3T3, luminescence; AID 2098, 2009; 300,000 tested, 0.77% active; NIH3T3-HGL HSE-luciferase, MG132-induced, luminescence 8 h; active compounds read low; activity change, negative = inhibition, % at 7.5 µM (by protocol);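 active means more than half of replicate wells show activity change below -50%, luminescence cut by over half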;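 further: luciferase reports HSF-1 transcriptional activity via heat shock element; 0% = median of DMSO wells and -100% = zero luminescence signal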
HSF1 activator – HSF-1 activators, primary screen, NIH3T3-HGL cells, MG132 stress, luminescence, single point. 300,000 tested, 1.7% active. activation, % at 9 µM. NIH3T3-HGL HSF-1 luciferase reporter, 8 h; 100% = twice DMSO control signal. AID 504408, 2011;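 active means mean replicate activation of at least 50% with a set share of replicates each reaching 50%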;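 further: 0% = median of the neutral control wells and 100% = twice that signal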
HSP90 inh – HSP90 inhibitors, primary screen, cell lysate, luminescence; Rabbit reticulocyte lysate, luciferase refolding luminescence, 3 h; inhibition, % at 5.6 µM; 290,000 tested, 0.91% active; Heat shock protein HSP 90 (rabbit reticulocyte lysate; luciferase refolding);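 active means inhibition above the screen-wide mean plus 3 SD, computed separately per campaign, cut at about 16% in these data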;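 further: 0% = DMSO wells and 100% = 60 µM geldanamycin wells; inhibitors lower the luminescence because luciferase stays unfolded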
GSK3A inh – blockers of GSK3A enzyme activity – biochemical, luminescence, cell-free homogeneous, HTS, primary screen. AID 2650, 2010. GSK-3 alpha kinase, ADP-Glo luminescence, 60 min. inhibition, % at 10 µM. 320,000 tested, 0.1% active;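 in the data active means inhibition above about 50%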;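 further: GST-tagged GSK-3 alpha with peptide substrate and 25 µM ATP; 0% = DMSO neutral wells and 100% = GW8510 positive control wells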
AI-2 QS modul – Vibrio harveyi AI-2 quorum sensing modulators, primary screen, JMH597 strain, luminescence/OD600 ratio. 300,000 tested, 0.4% active. AID 2094, 2009. activity change, % at 7.5 µM. Vibrio harveyi JMH597 AI-2 luminescence/OD600 ratio, 9 h; active compounds read low; strain lacks LuxN and CqsS sensors; 0 = neutral-control median; in the data active means activity change below about -75%, passing the limit was not always enough;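 further: luminescence divided by OD600 gain over 9 h not by final OD600 alone; inactives centre near 13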
Dyrk1A ADPGlo – rat Dyrk1A kinase inhibitors, primary screen, biochemical, single point, plate reader. ADP-Glo luminescence, NFATc1 peptide. Dual specificity tyrosine-phosphorylation-regulated kinase 1A (Rattus norvegicus), Q63470. 310,000 tested, 0.43% active. inhibition, % at 12.5 µM; in the data active means inhibition above about 50%;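 further: plate controls were vehicle with enzyme for no effect and no enzyme for full effect; many of its hits are not listed in these tables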
Starred values were filed as active, the others as inactive; i = inactive; . = no result given.

Letters: A = PolyA inhibitor; B = HDAC3 inh; C = GSK3B inh; D = Platelet DG rel; E = HSF1 inh; F = HSF1 activator; G = HSP90 inh; H = GSK3A inh; I = AI-2 QS modul; J = Dyrk1A ADPGlo
> N#CCCn1cc(C(=O)NCc2ccccc2)c(-c2ccc3c(c2)OCCO3)n1
  A: i | B: 2 | C: -1 | D: -69 | E: 3 | F: 5 | G: 2 | H: 0 | I: 21 | J: 2

> O=P1(Oc2ccccc2)CC=C[C@H](COCc2ccccc2)O1 (stereo not given in full)
  A: i | B: 2 | C: -1 | D: 5 | E: -1 | F: 10 | G: . | H: -1 | I: 17 | J: -5

> CCN(CC)S(=O)(=O)c1cccc(N=Nc2c(O)n(CC)c(=S)n(CC)c2=O)c1
  A: i | B: 1 | C: 0 | D: -3 | E: 6 | F: 11 | G: 5 | H: 0 | I: 1 | J: -9

> C[C@H](NC(=O)N1C[C@H]2C[C@@H](C1)c1cccc(=O)n1C2)C(=O)Nc1cccc(F)c1
  A: i | B: 1 | C: -3 | D: -3 | E: 2 | F: 4 | G: 3 | H: -1 | I: 20 | J: -10

> Cc1cc(C=O)c(C)n1C(C)C
  A: i | B: 5 | C: 2 | D: 6 | E: -11 | F: -3 | G: -3 | H: 0 | I: 4 | J: .

> Fc1ccc(C2N3CCCN23)cc1 (stereo not given)
  A: i | B: -5 | C: -5 | D: -11 | E: -7 | F: -9 | G: 14 | H: -4 | I: 0 | J: .

> Oc1ccccc1-[n+]1c(-c2ccccc2)cc(-c2ccccc2)cc1-c1ccccc1
  A: i | B: 9 | C: -3 | D: 2 | E: 1 | F: -9 | G: . | H: 1 | I: 2 | J: 4

> CCS(=O)(=O)NCc1nnc2n1-c1ccc(Cl)cc1C(c1ccccc1)=NC2
  A: i | B: -2 | C: -2 | D: -4 | E: -2 | F: 5 | G: 2 | H: -1 | I: 20 | J: 1

> c1ccc(CCNCc2cccs2)cc1
  A: i | B: 0 | C: 3 | D: 5 | E: 8 | F: 39 | G: -4 | H: 0 | I: 10 | J: 1

> Cn1c(O)c(/C=C/C=Nc2ccccc2)c(=O)n(C)c1=O
  A: i | B: 23 | C: 3 | D: -50 | E: -6 | F: 3 | G: -1 | H: -1 | I: 16 | J: 1

> Cc1ccc(-c2nc3ccccc3c(=O)n2-c2ccccn2)cc1
  A: i | B: 11 | C: 3 | D: -23 | E: 6 | F: 33 | G: -5 | H: 1 | I: 19 | J: -6

> COC(=O)c1cccc(NC(=O)N2C[C@H]3C[C@@H](C2)c2cccc(=O)n2C3)c1
  A: i | B: 0 | C: 2 | D: -1 | E: 0 | F: -6 | G: -3 | H: -1 | I: 17 | J: 0

> Cc1c2cnn(CC(=O)N3CCC4(CC3)OCCO4)c(=O)c2c(C)n1Cc1ccccc1
  A: i | B: -3 | C: 4 | D: 4 | E: 0 | F: -9 | G: 1 | H: 0 | I: 6 | J: 1

> COc1cc2c(cc1OC)C(C(=O)N1CCC3(CC1)OCCO3)C(c1ccccc1F)N(C)C2=O (stereo not given)
  A: i | B: 0 | C: 3 | D: 4 | E: -4 | F: 2 | G: -3 | H: -1 | I: 3 | J: -5

> CC(=O)NCC(=O)Nc1ccc(Br)cc1C(=O)c1ccccc1
  A: i | B: -1 | C: 1 | D: -1 | E: 2 | F: 6 | G: -2 | H: 0 | I: 16 | J: -3

> CCOc1cc2c(cc1OCC)-n1cccc1C(c1cc(OC)ccc1F)NC2 (stereo not given)
  A: i | B: 7 | C: -2 | D: 0 | E: -3 | F: 0 | G: -3 | H: -3 | I: 15 | J: 4

> CSc1ccc(CN2CCN(c3ccccc3C)CC2)cc1
  A: i | B: 6 | C: -2 | D: 6 | E: -1 | F: 0 | G: -2 | H: -3 | I: -8 | J: -1

> Cc1oc(-c2ccccc2Cl)nc1CN1C(=O)CN=C(c2ccccc2)c2ccccc21
  A: i | B: 10 | C: 3 | D: 23 | E: 60 | F: 95* | G: 4 | H: 2 | I: 2 | J: 0

> CC[C@H]1CN(C)C[C@@]2(C(=O)OC)Cc3c([nH]c4ccccc34)C(=O)C[C@@H]12
  A: i | B: 6 | C: 2 | D: 4 | E: -1 | F: 1 | G: . | H: 1 | I: 28 | J: 0

> [N-]=[N+]=NCCN1CCC(O)CCC1=O (stereo not given)
  A: i | B: 4 | C: 3 | D: 6 | E: -7 | F: -14 | G: -7 | H: 0 | I: 10 | J: 48

Single records, as listed above. Order of screens: PolyA inhibitor | HDAC3 inh | GSK3B inh | Platelet DG rel | HSF1 inh | HSF1 activator | HSP90 inh | GSK3A inh | AI-2 QS modul | Dyrk1A ADPGlo
COc1cc2c(cc1OC)C(C(=O)N1CCC3(CC1)OCCO3)C(c1ccccc1F)N(C)C2=O (stereo not given) is listed as i | 0 | 3 | 4 | -4 | 2 | -3 | -1 | 3 | -5
Cc1c2cnn(CC(=O)N3CCC4(CC3)OCCO4)c(=O)c2c(C)n1Cc1ccccc1 is listed as i | -3 | 4 | 4 | 0 | -9 | 1 | 0 | 6 | 1
CSc1ccc(CN2CCN(c3ccccc3C)CC2)cc1 is listed as i | 6 | -2 | 6 | -1 | 0 | -2 | -3 | -8 | -1
CCOc1cc2c(cc1OCC)-n1cccc1C(c1cc(OC)ccc1F)NC2 (stereo not given) is listed as i | 7 | -2 | 0 | -3 | 0 | -3 | -3 | 15 | 4

(cont.)
Letters: A = PolyA inhibitor; B = HDAC3 inh; C = GSK3B inh; D = Platelet DG rel; E = HSF1 inh; F = HSF1 activator; G = HSP90 inh; H = GSK3A inh; I = AI-2 QS modul; J = Dyrk1A ADPGlo
> NC(N)=N/N=C/c1cn(-c2ccccc2)nc1-c1cccs1
  A: i | B: 3 | C: 1 | D: 6 | E: 38 | F: 39 | G: 0 | H: 11 | I: -10 | J: -2

> CCOC(=O)c1ccc2[nH]c(-c3ccc(S(=O)(=O)F)cc3)cc(=O)c2c1
  A: i | B: . | C: -4 | D: -8 | E: -6 | F: 1 | G: 0 | H: 2 | I: 22 | J: -2

> CC(Cl)(Cl)/C(=N/P(=S)(N1CCOCC1)N1CCOCC1)N1CCOCC1
  A: i | B: 1 | C: -2 | D: 1 | E: -4 | F: 1 | G: -4 | H: 0 | I: -4 | J: 2

> Clc1ccccc1CN1CCN(c2cccc3[nH]ccc23)CC1
  A: i | B: 4 | C: -26 | D: 2 | E: 0 | F: -3 | G: -2 | H: 2 | I: -7 | J: .

Reformatted as labelled records: two of the compounds above
N#CCCn1cc(C(=O)NCc2ccccc2)c(-c2ccc3c(c2)OCCO3)n1
  PolyA inhibitor: i
  HDAC3 inh: 2
  GSK3B inh: -1
  Platelet DG rel: -69
  HSF1 inh: 3
  HSF1 activator: 5
  HSP90 inh: 2
  GSK3A inh: 0
  AI-2 QS modul: 21
  Dyrk1A ADPGlo: 2
O=P1(Oc2ccccc2)CC=C[C@H](COCc2ccccc2)O1 (stereo not given in full)
  PolyA inhibitor: i
  HDAC3 inh: 2
  GSK3B inh: -1
  Platelet DG rel: 5
  HSF1 inh: -1
  HSF1 activator: 10
  HSP90 inh: .
  GSK3A inh: -1
  AI-2 QS modul: 17
  Dyrk1A ADPGlo: -5

Source: PubChem BioAssay (several laboratories)

This is a subset; count on the stated rates, not on these rows.
